CSM14.1 death rescue = rescue of cells from ER stress-induced death, primary screen, 384-well, CSM14.1, thapsigargin, ATP luminescence (AID 1222) | CSM14.1 thapsigargin-induced death rescue, ATP luminescence; higher % means a stronger effect | cellular ATP content (survival), % at 20 µM; hits with a dose series show EC50 in µM | 190,000 tested, under 10 active;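 active = EC50 below 50 µM in the dose-response confirmation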;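 note: death triggered by thapsigargin at about 15 µM added after 2 h compound pretreatment; cell ATP read after overnight thapsigargin exposure of roughly 18 to 22 hours; normalized against plate controls of thapsigargin alone and 5% DMSO vehicle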
SV40 large T antigen = SV40 large T antigen inhibitors, biochemical (AID 1903) | SV40 large T antigen ATPase/helicase inhibition assay; higher % means a stronger effect | inhibition, % at 20 µM; hits with a dose series show IC50 in µM | 310,000 tested, 0.39% active; in the data active = a potency from the dose series; inconclusive = inhibition mostly from about 32% at the one dose, without a potency; inactive = the rest, 99 in 100 with inhibition below about 32%; note: strong numbers were not always called active
NS5 inhibitors = Dengue-2 NS5 methyltransferase inhibitors, primary screen, biochemical, confirmation dose response (AID 588689); 340,000 tested, 0.3% active; Genome polyprotein (Dengue virus type 2 (strain 16681-PDK53)); Dengue-2 NS5 methyltransferase capping enzyme assay, biochemical; higher % means a stronger effect; inhibition, % at 25 µM; hits with a dose series show IC50 in µM; in the data active = a potency from the dose series; inconclusive = inhibition above about 29% without an active follow-up result
West Nile antiviral = West Nile virus antiviral activity, cell-based, CPE readout (AID 1621); 290,000 tested, 0.02% active; West Nile virus-infected cells, CPE inhibition; higher % means a stronger effect; CPE inhibition, % at 10 µM, or IC50 in µM where a hit was titrated; in the data active = a potency from the dose series; inconclusive = CPE inhibition mostly from about 3.7% at the one dose, without a potency; inactive = the rest, 99 in 100 with CPE inhibition below about 2.2%; note: strong numbers were not always called active
LYP inhibition = inhibitors of LYP phosphatase, biochemical, fluorescence intensity, uHTS (AID 1779). recombinant LYP phosphatase, fluorescence intensity; higher % means a stronger effect. inhibition, % at 11.5 µM, or IC50 in µM where a hit was titrated. 290,000 tested, 0.054% active; in the data active = inhibition above about 50%;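 note: plate controls were vehicle with enzyme for no effect and no enzyme for full effect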
RSV CPE inhibition = RSV antiviral activity via CPE protection, HEp-2 cells, primary 10 µM value included (AID 2391); CPE inhibition, % at 10 µM, or IC50 in µM where a hit was titrated; 310,000 tested, 0.13% active; HEp-2 cells, RSV-induced CPE inhibition; higher % means a stronger effect; in the data active = a potency from the dose series; inconclusive = CPE inhibition mostly from about 23% at the one dose, without a potency; inactive = the rest, 99 in 100 with CPE inhibition below about 21%; note: strong numbers were not always called active
Rac1 GTP hydrolysis = MgcRacGAP GTPase-activating activity inhibitors, confirmation, biochemical, ADP Hunter fluorescence; Rac GTPase-activating protein 1 (Homo sapiens); MgcRacGAP-stimulated Rac1 GTP hydrolysis, ADP Hunter fluorescence; higher % means a stronger effect; GST-tagged Rac1 F28L mutant substrate; inhibition, % at 30 µM; hits with a dose series show IC50 in µM; 340,000 tested, 0.6% active;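 active = first-screen hits whose inhibition reached a set limit at any dose in the follow-up dose series; inconclusive = inhibition above the set first-screen limit but never retested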;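 note: fluorescence reports GDP produced by GAP-driven GTP hydrolysis; strong numbers were not always called active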
GPR35 antagonists = GPR35 antagonists blocking zaprinast-driven arrestin recruitment, primary screen, imaging, U2OS, beta-arrestin-GFP, zaprinast agonist (AID 2058). inhibition, % at 10 µM; hits with a dose series show IC50 in µM. 290,000 tested, 0.052% active. U2OS GPR35 beta-arrestin-GFP translocation imaging, zaprinast antagonism; higher % means a stronger effect;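 active = inhibition of at least 50% with at least 30 cells and total cytoplasm GFP at most 10,000,000; inconclusive = under 30 cells or total GFP of 10,000,000 plus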
Salmonella PhoP GFP = inhibitors of PhoP regulon expression, primary screen, Salmonella Typhimurium, GFP reporter (AID 1863); S. Typhimurium PhoP-regulated promoter GFP reporter, 4 h; higher % means a stronger effect; one-dose inhibition, % at 50 µM; IC50 in µM for titrated hits; 300,000 tested, 0.16% active;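 active = inhibition over 29.93%, a cutoff 3 SD above the screen mean, later confirmed by dose response; inconclusive = inhibition over 29.93% but no dose response follow-up; inactive = inhibition at most 29.93% or unconfirmed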;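 note: 0% = low Mg2+ inducing control and 100% = high Mg2+ repressing control; strong numbers were not always called active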
* marks the source's active call; other numbers are inactive results; ? = inconclusive; / = no result given.

SMILES	CSM14.1 death rescue	SV40 large T antigen	NS5 inhibitors	West Nile antiviral	LYP inhibition	RSV CPE inhibition	Rac1 GTP hydrolysis	GPR35 antagonists	Salmonella PhoP GFP
CCCCn1c(N)c(N(CC)C(=O)c2ccccc2F)c(=O)[nH]c1=O	/	16%	1%	0.0%	-10%	0.8%	4%	7%	2%
CCCCn1c(N)c(N(CC(C)C)C(=O)CN2C(=O)NC3(CC(C)CC(C)(C)C3)C2=O)c(=O)[nH]c1=O (centres undefined)	/	11%	-8%	/	/	-0.6%	6%	/	-1%
CCOC(=O)C1CCCN(C(=O)CC(C)c2ccccc2)C1 (centres undefined)	0.4%	13%	-1%	-0.5%	-1%	-0.4%	9%	12%	-4%
NC(=O)c1cccn1Cc1cccc(Cl)c1	-0.7%	2%	-12%	0.9%	-7%	-0.5%	5%	3%	2%
NC(=O)CC(NC(=O)Cc1ccc(Br)cc1)c1ccc(NCCc2cccc(F)c2)c([N+](=O)[O-])c1 (centres undefined)	/	6%	-7%	0.4%	-6%	2.5%	7%	-5%	3%
CCCCOc1ccc(S(=O)(=O)NC(=O)NCc2ccc(OCCC)cc2)cc1	-3.2%	6%	-7%	1.1%	-8%	1.0%	0%	4%	-5%
Cc1cc2c(cc1S(=O)(=O)Nc1c(C)cccc1C)n(C)c(=O)c(=O)n2C	/	/	2%	1.1%	-8%	-1.3%	-2%	4%	/
Cc1ccc(O)c(N=Cc2cccs2)c1	-0.8%	12%	-4%	-0.6%	0%	3.1%	-13%	1%	1%
Cc1ccc2nc(NC(=O)c3ccc4ncsc4c3)sc2c1	-3.5%	2%	-6%	-0.3%	-7%	4.0%	11%	-2%	0%
COc1ccc(CC(=O)N(C)Cc2ccc(C(C)(C)C)cc2)cc1S(=O)(=O)N1CCOCC1	/	11%	-3%	-0.1%	-4%	11%	6%	9%	-1%
Cc1nn(S(=O)(=O)c2ccc(Cl)cc2)c(C)c1Sc1ccc([N+](=O)[O-])cc1	-0.1%	5%	-6%	-1.1%	-4%	1.3%	4%	-5%	2%
COC(=O)c1cc(OC)c(OC)c(OC)c1[N+](=O)[O-]	/	8%	-5%	0.4%	-8%	2.5%	6%	-9%	-10%
CCOc1cc(CNc2ccc(S(N)(=O)=O)cc2)cc(Cl)c1OC	-0.4%	3%	4%	-1.0%	1%	3.4%	1%	-14%	-6%
CC1CCCCC1NC(=S)NC(=O)c1ccccc1Br (centres undefined)	-1.6%	9%	-2%	-0.6%	-2%	8.4%	7%	-16%	-12%
Cc1ccc(-n2c(SCC(=O)NCc3ccco3)nc3c([nH]c4ccccc43)c2=O)cc1	0.4%	0%	6%	/	-2%	2.3%	13%	-7%	-6%
COc1cc(CNC(=O)c2ccc(Cn3nc(C)c(Cl)c3C)o2)cc(OC)c1	1.8%	-3%	-4%	-0.8%	-4%	8.4%	8%	-9%	22%
Cc1ccc(C(=O)N/C(=C/c2ccco2)C(=O)N2CCOCC2)cc1	/	6%	2%	-0.1%	-8%	3.6%	4%	-9%	-1%
CS(=O)(=O)c1ccc(C(=O)OCC(=O)NC23CC4CC(CC(C4)C2)C3)cc1[N+](=O)[O-]	-0.1%	28%	-1%	-0.5%	6%	2.0%	8%	9%	-4%
COc1ccc(N2CCN(C(=O)Cc3nn(C)c(=O)c4ccccc34)CC2)cc1	-3.0%	20%	5%	-1.2%	5%	-0.3%	13%	1%	-13%
CC(C)C(=O)NC(c1ccco1)c1ccc2cccnc2c1O (centres undefined)	3.8%	-1%	7%	3.2%	-6%	-4.3%	11%	8%	2%
COc1ccc(CCNC(=O)[C@H](C)NC(=O)N2CCn3c2nc2ccccc23)cc1OC	/	6%	-4%	-0.8%	-11%	1.9%	6%	-12%	4%
COc1ccccc1C1SCCN1C(=O)c1ccc([N+](=O)[O-])cc1 (centres undefined)	-0.5%	9%	-9%	0.3%	5%	1.1%	6%	13%	18%
CCCCNC(=O)c1sc(=S)n2c1[nH]c(=O)c1ccc(C(=O)NCCc3ccc(OC)c(OC)c3)cc12	/	11%	-9%	2.0%	-8%	/	1%	-7%	14%
CC(C)CN(C(=O)COC(=O)c1cccnc1Cl)c1c(N)n(Cc2ccccc2)c(=O)[nH]c1=O	/	1%	0%	/	/	-2.3%	6%	/	8%
COc1cc(C(=O)N/N=C/c2ccc(OC(=O)c3ccccc3Cl)c(OC)c2)ccc1O	/	19%	-3%	0.3%	2%	3.5%	18%	4%	1%

Reprinted at random: six compounds from above, in no set order.
SMILES	CSM14.1 death rescue	SV40 large T antigen	NS5 inhibitors	West Nile antiviral	LYP inhibition	RSV CPE inhibition	Rac1 GTP hydrolysis	GPR35 antagonists	Salmonella PhoP GFP
Cc1ccc(-n2c(SCC(=O)NCc3ccco3)nc3c([nH]c4ccccc43)c2=O)cc1	0.4%	0%	6%	/	-2%	2.3%	13%	-7%	-6%
COc1ccc(N2CCN(C(=O)Cc3nn(C)c(=O)c4ccccc34)CC2)cc1	-3.0%	20%	5%	-1.2%	5%	-0.3%	13%	1%	-13%
Cc1ccc(C(=O)N/C(=C/c2ccco2)C(=O)N2CCOCC2)cc1	/	6%	2%	-0.1%	-8%	3.6%	4%	-9%	-1%
COc1cc(C(=O)N/N=C/c2ccc(OC(=O)c3ccccc3Cl)c(OC)c2)ccc1O	/	19%	-3%	0.3%	2%	3.5%	18%	4%	1%
COC(=O)c1cc(OC)c(OC)c(OC)c1[N+](=O)[O-]	/	8%	-5%	0.4%	-8%	2.5%	6%	-9%	-10%
CC(C)CN(C(=O)COC(=O)c1cccnc1Cl)c1c(N)n(Cc2ccccc2)c(=O)[nH]c1=O	/	1%	0%	/	/	-2.3%	6%	/	8%

(further entries)
SMILES	CSM14.1 death rescue	SV40 large T antigen	NS5 inhibitors	West Nile antiviral	LYP inhibition	RSV CPE inhibition	Rac1 GTP hydrolysis	GPR35 antagonists	Salmonella PhoP GFP
CCOC(=O)c1oc2ccc(S(=O)(=O)n3nc(-c4ccc(OC)cc4)cc3N)cc2c1C	/	-3%	-6%	/	-2%	4.7%	4%	-20%	-6%
Cc1sc(NC(=O)CN(C(=O)c2ccccc2F)C2CCCC2)c(C(N)=O)c1C	/	14%	2%	-0.4%	5%	1.6%	3%	1%	-10%
COc1ccc(S(=O)(=O)C(C#N)c2nc3ccccc3nc2N2CCC(C)CC2)cc1 (centres undefined)	-1.2%	/	/	0.4%	2%	12%	/	-3%	/
CC1CCC/C(=C\c2ccc(O)cc2)C1=O (centres undefined)	/	34%	6%	/	/	0.7%	27µM*	/	/
COc1ccc(C(=O)Nc2nnc(-c3ccccc3)s2)cc1	/	5%	3%	1.3%	-12%	3.3%	6%	-2%	-2%
CCOc1cccc2sc(NC(=O)CC)nc12	-0.2%	2%	-4%	-0.1%	-5%	0.0%	4%	-8%	16%
O=c1cc(-c2ccc([N+](=O)[O-])cc2)nc2cc(-c3ccc(Cl)cc3)[nH]n12	-3.4%	1%	/	0.0%	-1%	1.5%	/	10%	30%
COc1cccc(-c2nnc(NC(=O)C3CCCCC3)o2)c1	0.1%	-1%	-2%	0.1%	-4%	1.7%	1%	2%	7%
CN(C)C(CNC(=S)Nc1ccccc1)c1cccnc1 (centres undefined)	-1.0%	20%	4%	-0.2%	-6%	0.2%	10%	4%	-3%
N/C(=N\OC(=O)CSc1ccccc1)c1cccc([N+](=O)[O-])c1	0.2%	-3%	-4%	-1.3%	-5%	-0.1%	14%	-3%	6%
c1ccc(-c2ccc(SCc3cccnc3)nn2)nc1	-1.2%	21%	4%	-0.9%	-4%	0.2%	0%	-18%	7%
COc1cccc(CC(=O)Nc2sc3c(c2C(N)=O)CCCC3)c1	/	12%	-5%	0.6%	-1%	3.8%	9%	2%	3%
O=C(CSc1ccc(Cl)cc1)NCC1CCCO1 (centres undefined)	-0.2%	-3%	-11%	0.6%	-11%	1.6%	-9%	16%	8%
COc1ccccc1OCC(=O)NNC(=O)c1cccs1	-0.1%	7%	-8%	0.1%	-13%	0.7%	8%	-21%	-13%
C=CCc1ccccc1OCCNCCCOC	-0.6%	1%	1%	-0.6%	0%	0.9%	17%	6%	18%
COC(=O)COc1c(/C=C\c2nc(O)c([N+](=O)[O-])c(=O)[nH]2)cccc1OC	/	10%	/	-0.6%	-1%	1.3%	13%	-6%	9%
CC(=O)Nc1cc(C(=O)N2CCCC2)ccc1Sc1ccc(C)cc1	-7.1%	20%	2%	1.2%	-3%	0.9%	9%	16%	-2%
Cc1cccc(N2CCN(C(=S)NCc3ccco3)CC2)c1C	-3.8%	3%	-1%	-1.0%	-4%	22%	6%	8%	-12%
COCC(C)n1c(C)cc(C(=O)COC(=O)CCc2nc3ccccc3c(=O)[nH]2)c1C (centres undefined)	-0.3%	9%	-5%	0.2%	-4%	-0.7%	2%	-10%	-5%
CC1CCN(c2ccc(/C=N\Nc3nncn3N)cc2[N+](=O)[O-])CC1	-1.1%	2%	3%	-0.7%	-1%	2.1%	7%	1%	6%
Cc1ccc(-c2cc(C(=O)N3CCCc4ccccc43)no2)cc1	0.8%	15%	-4%	-0.5%	2%	?	1%	11%	1%
CC(OC(=O)c1cccs1)C(=O)NCc1ccc2c(c1)OCO2 (centres undefined)	-1.0%	9%	-1%	0.2%	-3%	0.4%	4%	6%	-4%
Cc1c(NC(=S)NC(=O)CC(C)C)c(=O)n(-c2ccccc2)n1C	-0.3%	8%	-5%	0.0%	-4%	2.0%	7%	8%	-1%
O=C1Nc2c(Br)cc(Br)cc2C1(O)N1CCOCC1 (centres undefined)	-1.4%	3%	-10%	0.6%	3%	6.1%	5%	4%	-6%
COc1cc(C(=O)NCc2nnc(SCC(=O)N3CCC(C)CC3)o2)cc(OC)c1OC	5.0%	18%	-6%	-0.2%	-5%	0.4%	4%	-5%	2%

Rac1 GTP hydrolysis: what is marked active above
Molecule	SV40 large T antigen	NS5 inhibitors	West Nile antiviral	LYP inhibition	RSV CPE inhibition	Rac1 GTP hydrolysis	GPR35 antagonists	Salmonella PhoP GFP
CC1CCC/C(=C\c2ccc(O)cc2)C1=O (centres undefined)	34%	6%	/	/	0.7%	27µM*	/	/

Part of the list above, field by field:
> CC1CCCCC1NC(=S)NC(=O)c1ccccc1Br (centres undefined)
  CSM14.1 death rescue: -1.6%
  SV40 large T antigen: 9%
  NS5 inhibitors: -2%
  West Nile antiviral: -0.6%
  LYP inhibition: -2%
  RSV CPE inhibition: 8.4%
  Rac1 GTP hydrolysis: 7%
  GPR35 antagonists: -16%
  Salmonella PhoP GFP: -12%
> Cc1ccc(-n2c(SCC(=O)NCc3ccco3)nc3c([nH]c4ccccc43)c2=O)cc1
  CSM14.1 death rescue: 0.4%
  SV40 large T antigen: 0%
  NS5 inhibitors: 6%
  West Nile antiviral: /
  LYP inhibition: -2%
  RSV CPE inhibition: 2.3%
  Rac1 GTP hydrolysis: 13%
  GPR35 antagonists: -7%
  Salmonella PhoP GFP: -6%
